# M1 antag = human CHRM1 antagonism; AID 588852; P11229; inhibition, % at 3 µM; 360,000 tested, 1.3% active; CHO-K1 hM1, Fluo-8 calcium fluorescence, ACh EC80 antagonist;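 active = percent inhibition above its own plate's cutoff, namely the mean of that plate's compound wells plus 3 SD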;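 note: peak over basal fluorescence ratio during 140 s after agonist addition; 0% = ACh EC80 plus DMSO and 100% = DMSO alone without agonist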
# Target sequence (P11229 whole entry, looked up): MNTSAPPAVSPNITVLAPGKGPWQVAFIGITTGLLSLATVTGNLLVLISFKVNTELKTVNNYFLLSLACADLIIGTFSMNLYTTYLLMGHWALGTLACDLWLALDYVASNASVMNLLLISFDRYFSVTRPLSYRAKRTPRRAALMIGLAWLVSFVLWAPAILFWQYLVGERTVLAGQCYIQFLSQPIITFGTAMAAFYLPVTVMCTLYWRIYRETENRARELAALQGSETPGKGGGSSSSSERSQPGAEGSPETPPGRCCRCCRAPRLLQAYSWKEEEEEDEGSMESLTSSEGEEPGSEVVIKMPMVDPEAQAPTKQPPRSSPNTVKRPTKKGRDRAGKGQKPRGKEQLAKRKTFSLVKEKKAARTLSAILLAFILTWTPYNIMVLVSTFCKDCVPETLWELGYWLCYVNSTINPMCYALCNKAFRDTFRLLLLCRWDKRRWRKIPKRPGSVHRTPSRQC
# M4 antag = CHRM4 antagonism in calcium assay; P08173; CHO-hM4 cells, ACh EC80, Fluo-8 calcium fluorescence; inhibition, % at 3 µM; 360,000 tested, 0.73% active;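 active = inhibition above its plate's cutoff, the mean inhibition of sample wells plus 3 SD, cut at about 27% in these data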;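 note: 0% = acetylcholine EC80 with DMSO and 100% = DMSO without agonist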
# Target sequence (P08173 whole entry, looked up): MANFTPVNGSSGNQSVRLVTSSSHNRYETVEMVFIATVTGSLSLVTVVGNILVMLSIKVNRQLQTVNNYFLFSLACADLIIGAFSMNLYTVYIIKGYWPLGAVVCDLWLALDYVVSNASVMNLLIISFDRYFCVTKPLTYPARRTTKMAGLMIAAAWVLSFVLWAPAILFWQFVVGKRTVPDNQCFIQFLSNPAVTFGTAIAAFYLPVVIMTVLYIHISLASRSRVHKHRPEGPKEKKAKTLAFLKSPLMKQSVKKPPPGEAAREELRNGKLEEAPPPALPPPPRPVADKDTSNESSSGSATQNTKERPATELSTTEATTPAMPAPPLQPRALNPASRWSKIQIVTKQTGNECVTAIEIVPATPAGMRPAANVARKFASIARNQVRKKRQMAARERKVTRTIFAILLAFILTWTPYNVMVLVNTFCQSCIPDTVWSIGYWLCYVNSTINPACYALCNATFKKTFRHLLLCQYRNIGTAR
# M1 PAM = human CHRM1 positive allosteric modulation | P11229 | activation, % at 3 µM | 360,000 tested, 0.088% active | CHO-K1 hM1, Fluo-8 calcium fluorescence, ACh EC20; 0% = ACh EC20, 100% = maximal ACh; in the data active = activation above about 19%, passing the limit was not always enough
# CHRM5 PAM = CHRM5 positive allosteric modulation; CHO-K1 hM5, Fluo-8 calcium, ACh EC20 PAM; 0% = ACh EC20, 100% = ACh EC100; 360,000 tested, 0.3% active; activation, % at 3 µM;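 active = activation above the run cutoff, the mean activation of all test compounds plus 3 SD, cut at about 18% in these data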
#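 Measured by: Fluo-8 calcium fluorescence; material: human M5 receptor in CHO-K1 cells; schedule: Post-acetylcholine fluorescence recording 140 s; benchmarks: low control EC20 acetylcholine (0%), high control EC100 acetylcholine (100%); read-out: Max/basal fluorescence ratio as % of EC20–EC100 ACh window; compound: single dose, 3 µM nominal final test concentration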
# CRFR2-BP ag = CRF-BP/CRF-R2 complex agonism. AID 588473. activation, % at 13.2 µM. HEK293 CRF-R2/CRF-BP, calcium dye fluorescence (FLIPR); percent of saturating CRF peptide response. 350,000 tested, 0.46% active;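 active = activation of at least 50%, plus an integration ratio under a set limit after plate pattern correction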;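 note: plate controls were neutral control wells without compound for no effect and CRF at EC100 for full effect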
# M5 antag = antagonists of human muscarinic M5 receptor (CHRM5) | 360,000 tested, 0.59% active | CHO-hM5 cells, Fluo-8 calcium fluorescence, ACh EC80 | inhibition, % at 3 µM;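 active = inhibition above a per-plate cutoff, the mean of that plate's test compounds plus 3 SD, cut at about 27% in these data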;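 note: 0% = acetylcholine EC80 with DMSO and 100% = DMSO without agonist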
# M4 PAM = CHRM4 positive allosteric modulation; CHO-K1 hM4/Gqi5, Fluo-8 calcium fluorescence, ACh EC20; 0% = ACh EC20, 100% = maximal ACh; activation, % at 3 µM; 360,000 tested, 0.4% active; AID 624126;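 active = activation above its plate's cutoff, the mean activation of sample wells plus 3 SD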; note: some results filed as inactive read as strong as hits
# CHRM4 agonist = agonists of human muscarinic M4 receptor (CHRM4) | 360,000 tested, 0.14% active | activation, % at 3 µM | AID 624127 | CHO-K1 hM4/Gqi5, Fluo-8 calcium fluorescence; vehicle 0%, full acetylcholine response 100%;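 active = activation above the run mean over all test wells plus 3 SD, cut at about 32% in these data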;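 note: peak over basal fluorescence ratio per well then scaled between controls; 0% = DMSO wells and 100% = acetylcholine at EC100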
# M5 ag = agonists of human muscarinic M5 receptor (CHRM5) | P08912 | CHO-K1 hM5 cells, Fluo-8 calcium fluorescence; 0% DMSO wells, 100% maximal acetylcholine response | activation, % at 3 µM | 360,000 tested, 0.19% active;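 active = activation above the run's mean over test compounds plus 3 SD, cut at about 23% in these data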;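 note: signal is peak over basal fluorescence ratio across the kinetic read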
# * marks the source's active call; other numbers are inactive results; . = no result given. Compounds were not picked by outcome. About 2.8% of those tested had a hit in this group.
SMILES,M1 antag,M4 antag,M1 PAM,CHRM5 PAM,CRFR2-BP ag,M5 antag,M4 PAM,CHRM4 agonist,M5 ag
Cc1nn(C)c(C)c1S(=O)(=O)N1CCC(C(=O)NCC2COc3ccccc3O2)CC1 (centres undefined),-6,-7,-1,-4,0.4,-5,4,3,1
CN(C(=O)COC(=O)c1ccc(Cl)cc1N)C1CCS(=O)(=O)C1 (centres undefined),-13,-4,12,5,1.4,-1,19,1,3
O=C(CN1C(=O)NC2(CCc3ccccc32)C1=O)c1cccs1 (centres undefined),-3,-4,0,0,-0.3,1,-3,2,1
C[C@@H]1CN([C@@H](C)CO)C(=O)CCCn2nncc2CO[C@@H]1CN(C)C(=O)Nc1cccc(Oc2ccccn2)c1,-10,-11,18,1,0.1,-8,7,1,0
COc1ccc(-c2csc(C(O)c3cccc(Cl)c3)n2)cn1 (centres undefined),-1,-4,-1,-1,.,0,-1,5,-1
COc1ccc(CNC(=O)CCc2c[nH]c3ccccc23)cc1,4,0,0,-2,0.5,10,-3,0,-2
C=CCN(CC(=O)Nc1c(C)cccc1CC)C(=O)SCCC,-8,-4,4,7,-2.1,-3,-9,0,-2
Cc1ccc(C(=O)Nc2nnc(Cc3ccccc3)s2)cc1,9,4,4,-4,-1.2,4,-7,18,6
CCCNS(=O)(=O)c1ccc(CCC(=O)NCc2cccnc2)cc1,4,12,10,2,0.9,1,5,0,1
CCC(CC)NC(=O)CSc1nnc(-c2c[nH]c3ccccc23)o1,-8,6,7,-2,-0.9,4,1,2,-1
COc1ccc(/C(C)=N/NC(=O)CNC(=O)c2ccco2)c(OC)c1,-1,-6,1,3,-0.9,-2,9,0,-3
O=C(c1ccc(Cl)c(S(=O)(=O)NCc2cccnc2)c1)N1CCCC1,6,6,-5,6,1.3,4,-5,0,1
O=C(NCCCn1ccnc1)c1cc(-c2cccc(O)c2)on1,-13,3,14,2,0.5,9,11,1,3
CC(=O)N1CCC2(CC1)NC(=O)N(c1ccccc1)N2,-6,5,4,-10,2.8,10,-5,0,1
CCNc1ccc(N=Nc2c(C)n(C)n(-c3ccccc3)c2=O)cc1,-3,1,-9,-2,0.2,-6,-3,2,1
Cn1c(N2CCN(C(c3ccccc3)c3ccccc3)CC2)nc2ccccc21,32*,2,-20,-7,-1.7,8,-11,4,-15
Cc1cc(C(=O)N/N=C/c2ccccn2)c2ccccc2n1,-7,-8,13,11,3.0,0,4,1,-3
CN(C)c1ccc(CSc2ccccc2)cc1,-14,-16,8,4,-2.2,2,7,0,0
CCN(CC(=O)Nc1c(F)cccc1F)C(=O)CCCc1nc2ccccc2c(=O)[nH]1,-3,1,6,2,1.0,0,1,2,4
Cc1cc(C)c(S(=O)(=O)NCC(=O)O)cc1C,-5,2,7,2,0.2,-4,0,1,2

# Shown with bars between the fields: entries from further up
SMILES | M1 antag | M4 antag | M1 PAM | CHRM5 PAM | CRFR2-BP ag | M5 antag | M4 PAM | CHRM4 agonist | M5 ag
CCCNS(=O)(=O)c1ccc(CCC(=O)NCc2cccnc2)cc1 | 4 | 12 | 10 | 2 | 0.9 | 1 | 5 | 0 | 1
CCC(CC)NC(=O)CSc1nnc(-c2c[nH]c3ccccc23)o1 | -8 | 6 | 7 | -2 | -0.9 | 4 | 1 | 2 | -1

# The main list resumes, repeating the 2 entries before the break.
SMILES,M1 antag,M4 antag,M1 PAM,CHRM5 PAM,CRFR2-BP ag,M5 antag,M4 PAM,CHRM4 agonist,M5 ag
CCN(CC(=O)Nc1c(F)cccc1F)C(=O)CCCc1nc2ccccc2c(=O)[nH]1,-3,1,6,2,1.0,0,1,2,4
Cc1cc(C)c(S(=O)(=O)NCC(=O)O)cc1C,-5,2,7,2,0.2,-4,0,1,2
Cc1ccccc1NS(=O)(=O)c1ccc(C(=O)NCC(c2ccccc2)N(C)C)cc1 (centres undefined),1,4,1,-1,4.0,-4,3,7,-4
O=[N+]([O-])c1ccc(S(=O)(=O)NCC2CC3CCC2C3)cc1 (centres undefined),-9,-7,5,-8,1.6,-5,-8,1,-8
O=C(O)c1cccc(NC(=O)c2cn(-c3ccccc3)nc2-c2ccncc2)c1,-11,-10,9,3,0.6,-9,1,0,0
Cc1nn(-c2ccc(N3CCCCC3)nn2)c(C)c1CCC(=O)Nc1cccc(F)c1,1,4,-6,-8,-1.4,12,-9,8,-3
CCSc1nnc(-c2ccc(S(=O)(=O)N3CCOCC3)cc2)n1CC1CCCO1 (centres undefined),3,3,1,5,7.4,-3,0,1,0
O=C(CN1C(=O)S/C(=C\c2ccccc2)C1=O)Nc1cc([N+](=O)[O-])ccc1O,-10,1,0,-9,-3.5,13,-6,5,-1
CCOC(=O)c1ccc2c(c1)[nH]c(=S)n2CC,-5,-4,13,0,0.5,6,6,-1,-2
CCOC(=O)C1=C(c2ccccc2)NC(=O)NC1c1cc(OCC)c(O)c([N+](=O)[O-])c1 (centres undefined),-13,-5,4,-9,-0.7,13,-3,0,-1
COc1ccc2oc(C(=O)N3CCN(C/C=C/c4ccccc4)CC3)c(C)c2c1,3,-10,4,-4,2.6,7,0,5,4
Cc1noc(C)c1C(=O)Nc1cc(Cl)ccc1N1CCOCC1,-11,6,12,13,0.6,-1,3,0,-3
COC(=O)[C@H](Cc1ccccc1)NC(=O)Cn1ccc(NC(=O)OCc2ccccc2)nc1=O,3,3,0,3,-1.2,7,-2,3,1
O=C(C1CCN(Cc2ccccc2O)CC1)N1CCN(Cc2ccc3c(c2)OCO3)CC1,6,6,-2,-9,0.3,22,-5,1,-3
Cc1c(Br)c([N+](=O)[O-])nn1CC(=O)N1CCc2ccccc21,-15,5,12,4,0.0,8,6,0,-7
COc1ccc(C(=O)c2c(C)c3cc(C)ccc3n2CC(O)CN2CCOCC2)cc1 (centres undefined),-3,-9,13,11,-3.1,-18,9,3,-2
CC1=CC(=O)C=C(C)C1=NOS(=O)(=O)c1ccccc1,18*,32*,4,2,24,41*,-17,18,23*
COc1ccc(Cl)cc1N(CC(=O)NC1CC1)S(=O)(=O)c1ccc(C)c([N+](=O)[O-])c1,3,6,1,1,1.6,9,-6,5,0
COc1ccc(S(=O)(=O)CCC(=O)N2c3ccccc3CC2C)cc1 (centres undefined),-49,-7,9,1,-1.2,2,-1,0,-4
COC(=O)C1=C(C)NC(=O)/C1=C\c1cc(C)n(-c2ccccc2)c1C,3,-1,-6,-6,3.6,-8,-1,0,0
Cc1cccn2c(=O)c(/C=N/O)c(N3CCOCC3)nc12,14,2,-11,-10,0.2,21,-1,13,1
COc1ccc(CNC(=O)c2[nH]c(C(F)(F)F)nc2-c2ccccc2)cc1OC,-18,4,-4,-2,.,3,0,1,4
CCC(CC)C(=O)NCc1ccccc1OC,-14,4,5,-2,-2.5,1,-4,0,0
CC1CC(C)CN(CCCNC(=O)CCC(=O)N2CC(C)Oc3ccccc32)C1 (centres undefined),-22,-8,19,-3,0.2,2,-2,1,-1
COc1ccc(NS(=O)(=O)c2cc3c(cc2C)N(C)CCO3)cc1,32*,7,-14,-18,-0.5,19,-10,22,4
Cc1ccc(S(=O)(=O)N2CCN(C(=O)c3ccc(-n4cncn4)c([N+](=O)[O-])c3)CC2)c(C)c1,0,3,1,-4,-1.5,1,-5,10,5
COC(=O)CNC(=O)/C=C/c1cc(Br)ccc1OC,-10,0,2,9,-1.6,5,2,1,2
CN(C)/C=N/c1nc2ncc(-c3ccc(Cl)cc3)c(/N=C/N(C)C)n2n1,5,0,-7,-5,0.7,3,-2,0,-1
O=C(Nc1ccccc1)/C(=C/c1ccc([N+](=O)[O-])cc1)NC(=O)c1ccccc1,10,3,3,6,7.4,-5,21,2,-2
CCS(=O)(=O)c1ccc(-c2csc(-c3ccccc3)n2)c(Cl)c1Cl,-5,-3,4,-3,7.2,13,2,0,1
Cc1ccc(C2=Nc3cccnc3C(c3ccccc3)=NN2)cc1,-6,-8,8,9,-9.0,2,6,5,-3
CCN(C(=O)COC(=O)C1COc2ccccc2O1)c1c(N)n(Cc2ccccc2)c(=O)[nH]c1=O (centres undefined),1,6,1,3,-0.2,7,2,1,1
COc1ccc(S(=O)(=O)N(CC(=O)NCc2cccnc2)C2CCCCC2)cc1OC,-4,-4,2,-4,3.1,9,-9,8,1
O=C(COC(=O)C12CC3CC(CC(C3)C1)C2)Nc1ccc([N+](=O)[O-])cc1Br,15,4,-8,4,3.5,-2,-7,0,-2
CCN(CC)/C(=N/S(=O)(=O)c1ccc(C)cc1)c1ccccc1,-5,-3,10,11,-3.8,3,5,0,-7
COc1cc(C(=O)O)cc(OC)c1OCc1cc(C(=O)O)oc1C,-10,2,10,2,-0.4,3,4,1,1
COCCNC(=O)C(c1ccc(O)cc1)N(Cc1ccccc1)C(=O)CCC(=O)Nc1nccs1 (centres undefined),-2,10,7,-2,0.7,12,-2,1,-1
CCCCN(CC)CCCNC(=O)c1cc2c(=O)n(CC)c3ccccc3c2s1,3,-3,-10,3,0.1,-9,0,1,-4
CC(C)C(=O)OCC(=O)Nc1ccc2c(c1)CCC2,-13,-4,6,1,-1.7,-2,6,1,-5
CCOCCCNC(=O)C1CC(=O)N(CCc2ccccc2)C1 (centres undefined),-5,-9,1,-1,0.4,-1,7,0,-3
CCOC(=O)C1(CC)NC(c2ccc(N(C)C)cc2)C2C(=O)N(C)C(=O)C21 (centres undefined),-10,-10,6,5,2.7,4,3,1,-10
COC(=O)C(NS(C)(=O)=O)(c1c(C)[nH]c2ccccc12)C(F)(F)F (centres undefined),0,1,8,4,0.3,-8,0,2,4
N#CCc1ccc(OC(=O)c2cccnc2)cc1,-7,5,18,8,-0.7,-4,-15,0,4
CCCn1c(SCC(=O)N2CCCC2=O)nc2ccccc2c1=O,2,4,1,-5,-1.4,10,-2,1,0
Cc1sc2nc(CN3CCOCC3)nc(NS(=O)(=O)c3cc(Cl)ccc3Cl)c2c1C,-2,-12,6,1,-1.4,4,6,5,4
O=C(c1ccc(Cl)cc1)c1coc2ccc(O)cc12,-13,1,11,-8,-1.4,5,7,-1,-3
Cn1c(SCc2ccccc2)nccc1=O,-6,-5,-1,5,-1.3,-12,2,0,-6
COc1ccc(C(=O)NCc2nnc(SC)n2C2CCCCC2)cc1,2,9,-1,-5,-2.5,2,-3,0,2
CN(CC(=O)NCCc1ccc(S(N)(=O)=O)cc1)S(=O)(=O)c1ccc(Br)s1,-1,-5,2,1,-0.1,0,-5,1,-4
COc1ccc(-c2ccc(CN3C(CC(C)C)C(=O)N(Cc4cn(Cc5ccco5)nn4)CCS3(=O)=O)cc2)cc1OC (centres undefined),-4,-16,2,2,-1.0,3,0,9,-1
O=C(Nc1ccncc1Cl)c1ccncc1,9,2,0,-4,0.3,10,2,0,-2
N#CC1(Nc2ccc3c4c(cccc24)CC3)CCCCC1,23,16,3,-7,7.7,41*,0,29,37*
COC(=O)c1ccccc1S(=O)(=O)N1CCC(C(=O)Nc2ccc(N3CCOCC3)cc2)CC1,-5,-3,7,-1,0.0,17,13,2,-1
CC1=C(C(=O)N2CCOCC2)C(c2cccs2)NC(=O)N1 (centres undefined),-2,3,3,-5,2.6,4,-4,0,-3

# High-throughput results (PubChem)
